High-throughput results: PubChem, National Center for Advancing Translational Sciences (NCATS)
FBPA Giardia inh – blocks Giardia fructose-bisphosphate aldolase activity. Potency, µM (highest dose often 59.6 µM), for inactives: top-dose activity, negative = inhibition, hits mostly inhibitors. 290,000 compounds, 0.71% hits. purified Giardia FBPA. A8B2U2. AID 2451; also: potency is read from the fitted curve at half-maximal effect; nearly all actives have a fitted effect of over 55% in size
Target sequence (A8B2U2 whole entry, looked up): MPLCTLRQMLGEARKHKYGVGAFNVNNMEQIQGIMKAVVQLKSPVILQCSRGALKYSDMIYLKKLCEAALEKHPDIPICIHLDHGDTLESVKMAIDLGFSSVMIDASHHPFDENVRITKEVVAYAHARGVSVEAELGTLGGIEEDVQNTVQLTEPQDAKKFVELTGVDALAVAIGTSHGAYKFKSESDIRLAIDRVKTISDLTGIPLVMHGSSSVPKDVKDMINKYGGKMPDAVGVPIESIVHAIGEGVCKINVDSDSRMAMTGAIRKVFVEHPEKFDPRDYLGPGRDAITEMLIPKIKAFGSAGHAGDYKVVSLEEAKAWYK
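Giardia FBPA (40 nM reagent) was preincubated 10 min at RT with compound (up to 57.5 uM final), then substrate plus GAPDH/TPI/NAD/arsenate coupling system with diaphorase/resazurin was added; resorufin fluorescence (525/598 nm) was read after 20 min.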
HCMV antiviral – inhibitors of human cytomegalovirus; HFF cells, HCMV-luciferase reporter, 72 h; stronger effect = lower value; activity change, negative = inhibition, % at 57.5 µM; 410,000 compounds, 4.5% hits; in the data active = activity change below about -60%; inconclusive = no clear call, values can overlap the other calls; inactive = above about -39%
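Two compound doses tested in HFFs infected with HCMV-luciferase, MOI 1 PFU/cell, 72 h at 37C. Lysate luminescence read with OneGlo; data normalized against buffer-only and 10uM Salinomycin inhibitor controls.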
AmpC inh detg – inhibitors of E. coli AmpC beta-lactamase with detergent. 370,000 compounds, 0.041% hits. Potency, µM (top dose mostly 114 µM), inactives show at the highest dose activity change, negative = inhibition, usual class: inhibitors. P00811. AmpC hydrolysis of nitrocefin, absorbance 480 nm, 0.01% Triton;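 also: potency is read from the fitted curve at half-maximal effect; 0% = no-compound wells and -100% = no-enzyme wells; nearly all actives have a fitted effect of over 25% in size; some results filed as inactive show a strong effect at the top dose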
Target sequence (P00811 whole entry, looked up): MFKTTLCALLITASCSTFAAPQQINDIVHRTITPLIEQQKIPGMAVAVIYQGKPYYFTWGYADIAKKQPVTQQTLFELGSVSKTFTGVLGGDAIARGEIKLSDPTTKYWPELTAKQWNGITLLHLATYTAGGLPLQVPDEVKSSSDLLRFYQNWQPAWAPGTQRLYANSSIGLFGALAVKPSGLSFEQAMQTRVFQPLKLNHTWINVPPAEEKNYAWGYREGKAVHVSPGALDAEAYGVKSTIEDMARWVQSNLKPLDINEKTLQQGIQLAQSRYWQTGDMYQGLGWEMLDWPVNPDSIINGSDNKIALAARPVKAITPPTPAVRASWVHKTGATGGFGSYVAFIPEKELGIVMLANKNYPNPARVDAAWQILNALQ
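20 mM phosphate pH 7.0 + 0.01% (detergent screen) or 0.0001% Triton X-100; 5.3 nM AmpC reagent; cpd preinc 15 min RT; nitrocefin (800 uM stock) to start; A480 q20 s × 4 min; Activity was normalised to no-enzyme and no-compound control wells.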
HCV inhibitor – blocks hepatitis C virus | Huh7.5.1 HCVcc-Cre infection, luciferase reporter, 44 h | Potency, µM (highest dose often 41.8 µM), without a hit: top-dose activity change, negative = inhibition, hits mostly inhibitors | 340,000 compounds, 3.4% hits | AID 651820; also: potency is read from the fitted curve at half-maximal effect
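Antiviral activity was scored by luciferase reporter output from cells infected with HCVcc-Cre (~0.5 moi) in presence of compound, 44 h infection period, cells seeded 1,000/well 4 h prior.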
AMA1 RON2 block – inhibitors of Plasmodium falciparum AMA1-RON2 interaction; AlphaScreen AMA1-biotinylated RON2 peptide binding; Potency, µM (series often up to 58.2 µM), without a hit: at the top dose activity change, negative = inhibition, usual class: inhibitors; 360,000 compounds, 0.2% hits;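 also: potency is read from the fitted curve at half-maximal effect; 0% = vehicle wells and -100% = peptide control; nearly all actives have a fitted effect of over 45% in size; some results filed as inactive show a strong effect at the top dose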
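AMA1 (3D7) with his tag at 25 nM final met compounds first, then biotinylated RON2 peptide at 25 nM; detection used donor plus acceptor beads, 10 µg/mL apiece, read by AlphaScreen after 30 min at room temperature.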
Sm TGR inh – S. mansoni TGR enzyme inhibition; purified TGR, DTNB reduction, TNB absorbance 405 nm; 360,000 compounds, 3% hits; AID 485364; Potency, µM (series often up to 114 µM), for the others: top-dose activity change, negative = inhibition, hits mostly inhibitors; also: potency is read from the fitted curve at half-maximal effect; nearly all actives have a fitted effect of over 60% in size
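TGR 20 nM + NADPH 100 uM (dispensed conc.), cpd preinc 15 min RT; start with NADPH (500 uM addition) then DTNB (15 mM addition). Kinetic TNB absorbance, 405 nm filter. Four-parameter Hill fit across titration.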
Numbers without * were called inactive; ? = inconclusive; . = no result given; [ ] = dose if it differs, or a comment. Unless noted, calls follow the shape of the dose curve; as a rule, active = well fitted curve in the direction sought with a large enough effect; inconclusive = small, poorly fitted or top-dose-only effect, or another doubt; inactive = no such curve, though single readings can be large; an effect the other way counts as inactive or inconclusive. Unless noted, % is scaled to controls: 0 for no effect and ±100 for the full control effect.

[1] Cc1cccc(CCNC(=O)c2ccc3c(c2)nc2n3CCOC2)c1
[2] CCCCNC(=S)N/N=C/c1ccc(C#N)cc1
[3] CCN1C(=O)CC(N2CCN(CC(=O)NC(C)C)CC2)C1=O (stereo not given)
[4] Cc1ccc(-c2noc(CCCC(=O)NC3CCCCC3)n2)cc1
[5] Cc1ccc(CC2SC(N=C(N)N)=NC2=O)cc1 (stereo not given)
[6] CCCCc1nnc(NC(=O)CSc2nc(O)c(Cc3ccccc3)c(=O)[nH]2)s1
compound no. | 1 | 2 | 3 | 4 | 5 | 6
FBPA Giardia inh | . | -17% | 5% | -2% | -8% | 19%
HCMV antiviral | 15 | ? | 76 | -77* | 11 | 64
AmpC inh detg | 12% | -3% | -2% | ? | 1% | -1%
HCV inhibitor | . | -18% | 6% | ? | 3% | -3%
AMA1 RON2 block | . | 62%[activator] | 38%[activator] | 14% | 27% | -15%
Sm TGR inh | 4% | 6% | -1% | -10% | -6% | 6%

Part of the list above in order of SMILES length, high to low:
[1] Cc1cccc(CCNC(=O)c2ccc3c(c2)nc2n3CCOC2)c1
[3] CCN1C(=O)CC(N2CCN(CC(=O)NC(C)C)CC2)C1=O (stereo not given)
[4] Cc1ccc(-c2noc(CCCC(=O)NC3CCCCC3)n2)cc1
[5] Cc1ccc(CC2SC(N=C(N)N)=NC2=O)cc1 (stereo not given)
[2] CCCCNC(=S)N/N=C/c1ccc(C#N)cc1
compound no. | 1 | 3 | 4 | 5 | 2
FBPA Giardia inh | . | 5% | -2% | -8% | -17%
HCMV antiviral | 15 | 76 | -77* | 11 | ?
AmpC inh detg | 12% | -2% | ? | 1% | -3%
HCV inhibitor | . | 6% | ? | 3% | -18%
AMA1 RON2 block | . | 38%[activator] | 14% | 27% | 62%[activator]
Sm TGR inh | 4% | -1% | -10% | -6% | 6%

New compounds follow
[7] COc1ccc(/C=N\NC(=O)c2ccc(Cn3cc(Br)c([N+](=O)[O-])n3)o2)c(OC)c1C
[8] COC(=O)C1=C(c2ccc(C(C)=O)cc2)C[C@@H]2CC[C@H]1N2C(=O)NC1Cc2ccccc2C1
[9] CCOC(=O)C1(Cc2ccccc2C)CCCN(C(=O)c2sccc2C)C1 (stereo not given)
[10] CCc1nc(N)c(C#N)c(-c2cccnc2)c1C
[11] COc1ccc(NC(=O)CSc2nnc(Cc3cccs3)n2C)cc1
[12] CCOC(=O)N1CCN(C(=O)c2ccc3c(c2)N(Cc2ccc(F)cc2)CCS3)CC1
compound no. | 7 | 8 | 9 | 10 | 11 | 12
FBPA Giardia inh | 1% | . | . | 2% | . | 1%
HCMV antiviral | -30 | . | 32 | -4 | -14 | -10
AmpC inh detg | 4% | 6% | -9% | -5% | ? | -13%
HCV inhibitor | -29% | 4% | -11% | 5% | -1% | ?
AMA1 RON2 block | 8% | -1% | -1% | 0% | -1% | -28%
Sm TGR inh | 0% | -24% | 0% | -2% | -16% | 3%

[13] Cc1nccn1CC(O)COc1ccc(Cl)cc1Cl (stereo not given)
[14] CC(C)CCN1CCN(CC(c2ccccc2)c2ccccc2)CC1CCO (stereo not given)
[15] CC1(C)N=C(N)N=C(N)N1c1cccc(C(=O)O)c1
[16] CCOC(=O)c1ccccc1NC(=O)CSc1cn(CC(=O)N2CCOCC2)c2ccccc12
[17] c1ccc2c(CSCCc3ccncc3)cccc2c1
[18] COc1cccc(-c2cc(C(F)(F)F)nc(N3CCCCC3)n2)c1
compound no. | 13 | 14 | 15 | 16 | 17 | 18
FBPA Giardia inh | -10% | 0% | -6% | . | -17% | 2%
HCMV antiviral | 0 | -26 | ? | -6 | 21 | 76
AmpC inh detg | ? | -3% | -8% | -7% | 9% | 1%
HCV inhibitor | ? | ? | 11% | . | -21% | ?
AMA1 RON2 block | 1% | -9% | -3% | . | -10% | 62%[activator]
Sm TGR inh | 2% | -22% | 2% | -10% | ? | 0%

[19] Cc1ccc(C(=O)NCCNS(=O)(=O)c2ccccc2[N+](=O)[O-])cc1
[20] COc1ccccc1OCCOc1ccc(/C=N/n2cnnc2)cc1
[21] Cc1ccc(-n2c(C)nnc2SC(C)C(=O)N2CCCC2)cc1 (stereo not given)
[22] Nc1cc2c(cc1Br)-c1ccccc1C2=NO
[23] O=C(c1ccc(Cl)cc1)C1CCN(CC(=O)N2CCCCC2)CC1
[24] O=C(NC(=S)Nc1ccc(S(=O)(=O)Nc2ncccn2)cc1)c1cccc(Br)c1
compound no. | 19 | 20 | 21 | 22 | 23 | 24
FBPA Giardia inh | 7% | 2% | 6% | . | 15% | 2%
HCMV antiviral | 44 | 23 | 8 | -18 | ? | 32
AmpC inh detg | ? | 13% | -2% | . | -13% | -12%
HCV inhibitor | 18% | 7% | 14% | ? | -6% | 6%
AMA1 RON2 block | 25% | -12% | 3% | -22% | 12% | 29%
Sm TGR inh | 3% | 10% | 5% | . | 6% | 20µM*

[25] CN(Cc1c(F)cccc1Cl)c1nnnn1-c1ccccc1
[26] CCOCCn1ccc2c(OCC(=O)Nc3ccccc3F)cccc2c1=O
[27] COc1ccccc1Nc1nc(-c2ccc([N+](=O)[O-])cc2)nc2ccccc12
[28] COc1ccc(CNC(=O)C2CCCN(S(=O)(=O)c3ccc4c(c3)C(C)(C)C(=O)N4C)C2)cc1 (stereo not given)
[29] CCCc1cc(C(=O)Nc2nnc(C)s2)cs1
[30] CN(C)CCCN=c1cc(-c2ccccc2)oc2ccc(Cl)cc12
compound no. | 25 | 26 | 27 | 28 | 29 | 30
FBPA Giardia inh | 3% | . | . | -9% | 0% | -2%
HCMV antiviral | -32 | -3 | 13 | 16 | 185 | -11
AmpC inh detg | -10% | 0% | . | -8% | -9% | 2%
HCV inhibitor | 7% | -17% | -16% | -17% | 5% | ?
AMA1 RON2 block | -4% | 2% | -16% | -2% | -4% | 5%
Sm TGR inh | -12% | -1% | . | -4% | 0% | 0%

[31] CC(C)c1ccc(NC2CCCN(C(=O)c3cccc4nccnc34)C2)cc1 (stereo not given)
[32] CC1CN=C(N(C(=S)Nc2ccccc2)c2cccc(C(F)(F)F)c2)S1 (stereo not given)
[33] CCOC(=O)c1ccc(NS(=O)(=O)c2ccc3c(c2)CCN3C(=O)CC)cc1
[34] CN(CCC(=O)Nc1ccc2c(c1)OCO2)Cc1ccccc1
[35] CC1CCC2(CC1)NC(=O)N(Cc1nnc(-c3cccs3)o1)C2=O (stereo not given)
[36] CCC1CSC(Nc2ccc(C(=O)/C=C/c3ccc(Oc4ccccc4)cc3)cc2)=N1 (stereo not given)
compound no. | 31 | 32 | 33 | 34 | 35 | 36
FBPA Giardia inh | -4% | -1% | . | -15% | 4% | -10%
HCMV antiviral | -21 | 39 | -16 | -18 | 20 | -6
AmpC inh detg | 0% | 3% | 20% | -1% | -1% | 2%
HCV inhibitor | 17% | 10% | . | -3% | -2% | ?
AMA1 RON2 block | -18% | 2% | . | -9% | -12% | -14%
Sm TGR inh | 5% | -25% | -27% | -35% | -1% | 4%

[37] CC(=O)CC(CC(=O)NC1CCCCC1)c1ccccc1 (stereo not given)
[38] CCCCC(NC(=O)COc1cc2c(c3oc(=O)cc(C)c13)CCC(C)(C)O2)C(=O)O (stereo not given)
[39] COc1ccc(S(=O)(=O)N2CCc3ccccc32)cc1C(=O)Nc1cc(S(C)(=O)=O)ccc1Cl
[40] O=C(NC1CC2CCCC(C1)N2Cc1ccccc1)C1CCCCC1 (stereo not given)
[41] CC1=C(C(=O)O)N2C(=O)C(NC(=O)CCCC(=O)O)C2SC1 (stereo not given)
[42] COC(=O)c1cc(NC(=O)c2cc(C(C)(C)C)nn2Cc2cccc(C)c2)ccc1N1CCOCC1
compound no. | 37 | 38 | 39 | 40 | 41 | 42
FBPA Giardia inh | . | 4% | . | 0% | 6% | -10%
HCMV antiviral | -13 | -32 | -63* | 3 | 8 | 62
AmpC inh detg | . | -6% | . | -9% | -3% | 12%
HCV inhibitor | 5% | 24% | -5% | 8% | 6% | ?
AMA1 RON2 block | 6% | 0% | 0% | 30% | 39%[activator] | -9%
Sm TGR inh | . | -5% | . | . | 11% | 10%

[43] COc1ccc(OC)c(S(=O)(=O)Oc2ccc(N)c3ccccc23)c1
[44] Cc1ccc(C2C(C#N)=C(N)N(c3ncn[nH]3)C3=C2C(=O)CC(C)(C)C3)cc1 (stereo not given)
[45] Cc1cc(C)c2nc(N(Cc3cccnc3)C(=O)CCOc3ccccc3)sc2c1
[46] O=C(Nc1cccnc1)c1ccccc1F
[47] CSC1=NC2C(N1)N(C)C(=O)N2C (stereo not given)
[48] CCC1CCCCN1C(=O)COc1cc(=O)n(C)c2ccccc12 (stereo not given)
compound no. | 43 | 44 | 45 | 46 | 47 | 48
FBPA Giardia inh | . | ? | . | 3% | -3% | -12%
HCMV antiviral | -16 | 34 | 0 | -3 | 18 | -21
AmpC inh detg | . | 2% | 0% | -9% | -5% | -20%
HCV inhibitor | ? | -19% | . | 11% | ? | 8%
AMA1 RON2 block | -8% | 10% | . | 7% | 18% | 4%
Sm TGR inh | . | 2% | 44%[activator] | -30% | 0% | 2%

[49] Cc1cc(NC(=O)CSc2nc3ccccc3[nH]2)no1
[50] CSC1=NCCN1C(=O)Cc1cccc2ccccc12
[51] COC(=O)CN1C(=S)N(c2ccc(OC)cc2)C(=O)/C1=C/c1ccc(N2CCOCC2)cc1
[52] Cc1ccc(SCC(=O)Nc2cccc(-c3nnc(-c4ccco4)o3)c2)cc1
[53] COc1cc(/C=N/N2C(C)CCCC2C)cc(Br)c1O (stereo not given)
[54] O=C(Cc1cccs1)Nc1nnc(COc2ccccc2)s1
compound no. | 49 | 50 | 51 | 52 | 53 | 54
FBPA Giardia inh | 11% | 3% | 0% | -1% | -16% | .
HCMV antiviral | 0 | -29 | ? | -99* | -29 | -29
AmpC inh detg | -7% | 4% | -2% | ? | -12% | .
HCV inhibitor | 1% | 2% | -6% | -28% | 6% | ?
AMA1 RON2 block | -4% | -17% | -18% | -4% | 5% | 2%
Sm TGR inh | 0% | -1% | 3% | -10% | -7% | .

[55] CCC1CCCCN1CCCNC(=O)c1ccc2nc(N3CCC(C)CC3)sc2c1 (stereo not given)
[56] COCCCN(C(=O)c1ccco1)c1nc(-c2cc(OC)ccc2OC)cs1
[57] CCOc1ccc(-c2oc3ccc(C)cc3c(=O)c2O)cc1
[58] COC(=O)c1cn(C(=O)c2ccccc2)c2ccccc12
[59] Cc1ccc(SCCN2CCN(C)CC2)cc1
[60] C/C(=N\NC(=O)c1ccc(CN2CCOCC2)cc1)c1ccc([N+](=O)[O-])cc1
[61] C[C@H]1C(=O)N(C)CCN1C(=O)c1ccccc1OC1CCN(S(C)(=O)=O)CC1
[62] CCCn1c(SCC(=O)Nc2ccccc2C(=O)NC2CC2)n[nH]c1=O
compound no. | 55 | 56 | 57 | 58 | 59 | 60 | 61 | 62
FBPA Giardia inh | -6% | -12% | . | 0% | 22µM* | -3% | 0% | .
HCMV antiviral | -15 | -31 | -7 | ? | 19 | ? | -12 | 17
AmpC inh detg | ? | -9% | -2% | 10% | 3% | -1% | 5% | -11%
HCV inhibitor | ? | ? | . | -11% | -18% | 11µM* | -11% | 0%
AMA1 RON2 block | -3% | -15% | . | 5% | -3% | 21% | -2% | -8%
Sm TGR inh | -27% | 89µM* | -4% | 0% | -24% | -8% | 9% | 0%
